# Source: PubChem BioAssay
# Salmonella PhoP GFP – PhoP regulon inhibitors, Salmonella typhi PhoP promoter GFP reporter, confirmatory (AID 1850); Salmonella Typhi PhoP-promoter GFP reporter, fluorescence, 4 h; higher % means a stronger effect; one-dose inhibition, % at 50 µM; IC50 in µM for titrated hits; 0.33% of 310,000 active; in the data active = a potency from the dose series; inconclusive = inhibition mostly from about 25% at the one dose, without a potency; inactive = the rest, 99 in 100 with inhibition below about 19%;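 also: 0% = induced wells with vehicle and 100% = uninduced wells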
# H1N1 NS1A inhibition – NS1A inhibition, H1N1 influenza, cell based functional assay (AID 504329) | NS1A functional cell-based assay, percent inhibition; higher % means a stronger effect | inhibition, % at 12.5 µM; hits with a dose series show IC50 in µM | 0.3% of 340,000 active; in the data active = a potency from the dose series; inconclusive = inhibition above about 27% without an active follow-up result; also: strong numbers were not always called active
# VEEV TC-83 Vero – inhibitors of VEEV TC-83 cytopathic effect, confirmation, Vero cells (AID 588727); Vero cells, VEEV TC-83 cytopathic effect inhibition; higher % means a stronger effect; inhibition, % at 20 µM, or IC50 in µM where a hit was titrated; 0.13% of 350,000 active; in the data active = a potency from the dose series; inconclusive = inhibition mostly from about 14% at the one dose, without a potency; inactive = the rest, 99 in 100 with inhibition below about 12%; also: strong numbers were not always called active
# M. tuberculosis HTS – M. tuberculosis growth inhibition, HTS (AID 449762); M. tuberculosis H37Rv growth inhibition, 7H9 media; higher % means a stronger effect; 0.59% of 330,000 active; one-dose inhibition, % at 25 µM; IC50 in µM for titrated hits; in the data active = a potency from the dose series; inconclusive = inhibition above about 70% without an active follow-up result;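 also: bacterial growth assessed after seven days of incubation; strong numbers were not always called active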
# tuberculosis growth – growth inhibition of non-replicating M. tuberculosis (AID 488890). 0.39% of 320,000 active. Mycobacterium tuberculosis non-replicating, growth inhibition; higher % means a stronger effect. one-dose inhibition, % at 25 µM; IC50 in µM for titrated hits; in the data active = a potency from the dose series; inconclusive = inhibition mostly from about 82% at the one dose, without a potency; inactive = the rest, 99 in 100 with inhibition below about 76%;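 also: plate controls were DMSO cells for no effect and high antibiotic wells for full effect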
# VEEV TC-83 Vero 10K pilot screen – further read-out of VEEV TC-83 Vero, marked with its call; inhibition, %; measured here: 10K pilot screen inhibition
# An asterisk follows results filed as active; i = inactive; ? = inconclusive; · = no result given.
SMILES,Salmonella PhoP GFP,H1N1 NS1A inhibition,VEEV TC-83 Vero,M. tuberculosis HTS,tuberculosis growth,others
Cc1cc(C)nc(Nc2n[nH]c(COc3ccc(Cl)cc3)n2)n1,-2.3%,1.9%,7.8%,-7.7%,-0.2%,
CCOC(=O)CN(Cc1sccc1C)C(=O)Nc1cccc(OC)c1,0.6%,-6.2%,0.7%,-4.7%,-12.0%,
Cc1ccc(OCC(O)CNS(=O)(=O)c2ccccc2C(=O)O)cc1 (configuration not stated),6.0%,3.1%,0.7%,-6.0%,-6.9%,
COc1ccc(/C=N/NC(=O)c2ccoc2C)cc1OC,-0.3%,6.4%,2.2%,-3.3%,-3.5%,
Cc1cc(C)n(C(=O)N(c2ccccc2)c2ccccc2)n1,-0.9%,16.5%,i,3.7%,-7.0%,
Cc1c(/C=C/C(=O)c2ccccc2)cnn1C,11.7%,18.0%,0.5%,-4.9%,·,
Cc1[nH]c2ccc(C(=O)NCCCN3CCCCCC3)cc2c1C,10.5%,6.4%,2.1%,-1.2%,57.0%,
COc1cccc(/C=C2\N=C(c3c(-c4ccccc4)noc3C)OC2=O)c1,4.1%,5.1%,0.5%,6.6%,?,
Cc1ccc(NC(=O)CN(C)c2ccc(S(=O)(=O)N3CCCC3)cn2)cc1,-4.2%,5.2%,i,0.7%,5.2%,
COc1ccc2[nH]cc(CCn3ccc(=O)c(C)c3C)c2c1,2.8%,-8.2%,1.0%,-6.4%,8.2%,
CCOC(=O)c1nnn(-c2nonc2N)c1CNc1ccccc1,-10.0%,-1.3%,1.4%,11.5%,7.3%,
COc1ccc(C(=O)N2C[C@H]3C[C@@H](C2)c2cccc(=O)n2C3)cc1OC,9.2%,2.6%,i,-6.5%,7.8%,
Cn1c(=O)c2sccc2n2c(CCCC(=O)N3CCCCC3)nnc12,6.8%,4.0%,0.5%,7.1%,-6.8%,
COc1ccc(OC)c(C(=O)COC(=O)COc2ccccc2)c1,·,-16.5%,4.2%,3.0%,10.6%,
Cc1ccc(Cl)cc1NC(=O)C1CC(=O)Nc2ncnn21 (configuration not stated),-13.0%,-2.3%,i,-2.1%,-5.1%,
CC1=C(C(=O)Nc2cccnc2)C(c2cccnc2)n2ncnc2N1 (configuration not stated),-2.6%,-3.6%,1.2%,3.6%,-8.2%,
CCOC(=O)Cn1c(=NC(=O)CN2C(=O)CCC2=O)sc2cc(S(N)(=O)=O)ccc21,-1.4%,7.1%,i,-3.6%,-19.9%,
O=C(Nc1nc(-c2ccc(Cl)s2)cs1)c1cccs1,-11.8%,-3.6%,1.6%,?,51.1%,
COc1cccc(OCC(=O)Nc2cc(NC(=O)COc3cccc(OC)c3)cc(C(=O)O)c2)c1,5.8%,-5.3%,1.0%,4.3%,-15.0%,
CCOc1ccccc1N1CCN(CC(=O)NCCc2ccc(S(N)(=O)=O)cc2)CC1,8.9%,6.2%,i,-6.7%,19.3%,
Cc1nn(Cc2ccc(Cl)cc2Cl)c(C)c1NC(=O)Cn1nc([N+](=O)[O-])c(Cl)c1C,-6.0%,-1.1%,0.2%,5.5%,-9.4%,
COc1ccc(OC)c(C=NNC(=O)c2ccccc2NS(=O)(=O)c2cccs2)c1,·,-7.9%,0.6%,5.0%,31.5%,
O=[N+]([O-])c1ccc(O)c(C2CCCCC2)c1,·,16.6%,i,·,·,
Cc1cc(S(=O)(=O)NCc2ccco2)c(C)s1,1.1%,-9.1%,i,-7.2%,39.8%,
CCOC(=O)CSc1nc(-c2cccs2)nc2c1c(=O)n(C)c(=O)n2C,-2.0%,-5.9%,1.9%,-2.3%,-13.6%,

# The final 2 compounds of the section before open the next one:
SMILES,Salmonella PhoP GFP,H1N1 NS1A inhibition,VEEV TC-83 Vero,M. tuberculosis HTS,tuberculosis growth,others
Cc1cc(S(=O)(=O)NCc2ccco2)c(C)s1,1.1%,-9.1%,i,-7.2%,39.8%,
CCOC(=O)CSc1nc(-c2cccs2)nc2c1c(=O)n(C)c(=O)n2C,-2.0%,-5.9%,1.9%,-2.3%,-13.6%,
COc1ccccc1N(CC(O)Cn1nc(C)cc1C)S(=O)(=O)c1ccccc1 (configuration not stated),7.4%,·,0.3%,-4.7%,31.5%,
Cc1ccc2c(c1)=C/C(=C\c1c(O)[nH]c(=O)[nH]c1=O)C(=O)N=2,-4.5%,3.9%,1.1%,-4.2%,-5.0%,
CCOC(=O)N1CCN(C(=O)CCCn2c(=S)[nH]c3ccccc3c2=O)CC1,2.8%,0.1%,9.6%,-1.4%,1.8%,
COCCn1c(C)nnc1SCC(=O)NNC(=O)c1ccc(Cl)cc1,9.7%,0.3%,2.2%,-7.7%,-23.8%,
Cc1ccc(OCC(=O)NCCCNC(=O)c2ccc(C)nc2)cc1,5.7%,2.7%,i,-1.9%,0.5%,
CCCC1=[N+](CC(C)=O)CCn2c(C)ccc21,-10.1%,-9.2%,i,3.5%,56.5%,
CCCc1nnc(NC(=O)c2ccc(S(=O)(=O)N(C)c3ccccc3OC)cc2)s1,·,-19.2%,3.7%,9.7%,21.2%,
CC1CN(S(=O)(=O)c2cc(C(=O)NC(C)c3cccnc3)ccc2Cl)CC(C)O1 (configuration not stated),·,-8.4%,1.8%,12.5%,15.8%,
CC(/C=C/c1ccc2c(c1)OCO2)=N\NC(=O)c1ccccc1,3.4%,-16.5%,1.4%,61.7%,?,
O=C(CN(Cc1ccc2c(c1)OCO2)C(=O)CNS(=O)(=O)c1ccccc1)NCC1CCCO1 (configuration not stated),4.2%,-2.4%,1.0%,-6.2%,-11.0%,
COc1cccc(-c2nnn(CC(C)=O)n2)c1,7.5%,14.6%,5.5%,-0.2%,2.4%,
CC1CCCCC1NC(=O)c1cc(S(=O)(=O)N2CCCCC2)ccc1N1CCOCC1 (configuration not stated),·,-8.5%,i,-8.2%,-11.9%,
O=C(Oc1cccnc1)c1ccc(Cl)cc1,-6.4%,-7.6%,i,1.1%,8.1%,
COc1ccccc1NC(=O)c1c(Nc2ccccc2C)sc(C(=O)Nc2cccc(Cl)c2)c1N,-4.0%,0.4%,i,60.3%,18.2%,
O=[N+]([O-])c1ccc(Sc2nc3ccccc3o2)c([N+](=O)[O-])c1,8.4%,34.2µM*,33.2%,?,?,
COc1ccc(C(=O)COC(=O)c2cnc(C)cn2)cc1OC,·,-5.7%,0.4%,10.5%,2.2%,
CC1(C)NC(=O)N(CCCCOc2ccccc2[N+](=O)[O-])C1=O,-29.1%,·,·,2.9%,5.4%,
O=C(Cn1cc([N+](=O)[O-])cn1)Nc1ccc(Cn2cc(Br)cn2)cc1,8.1%,-1.7%,1.3%,9.1%,66.2%,
CCOc1ccc(CCNC(=O)CN(C)S(=O)(=O)c2ccc3c(c2)CCC(=O)N3)cc1OCC,3.6%,1.4%,2.8%,-11.6%,9.0%,VEEV TC-83 Vero 10K pilot screen=1.0
Cc1csc(C(C)N(C)C(=O)c2ccc(OC3CCN(Cc4ccccn4)CC3)cc2)n1 (configuration not stated),-7.8%,-11.5%,0.1%,-16.6%,9.6%,
c1ccc(-n2nnnc2SCc2cccc(CSc3nnnn3-c3ccccc3)n2)cc1,11.5%,-7.8%,7.1%,-4.2%,0.8%,
C=CCOc1ccc(/C=C/C(=O)OCC(=O)NCc2cccs2)cc1,0.9%,-2.9%,2.4%,?,48.2%,
CCN(CC)C(=O)C1CCCN(c2ncnc3c2cnn3-c2cccc(C)c2)C1 (configuration not stated),-4.5%,-0.2%,10.4%,6.0%,38.8%,
C/C(CC(=O)Nc1ccccn1)=N\NC(=O)Cc1cccc2ccccc12,-3.9%,2.3%,2.4%,-2.5%,-8.9%,
O=C(Nc1cc(S(=O)(=O)Nc2ccccc2Cl)ccc1O)c1ccc(F)cc1F,·,4.2%,2.6%,-8.0%,1.2%,
# More structures
SMILES,Salmonella PhoP GFP,H1N1 NS1A inhibition,VEEV TC-83 Vero,M. tuberculosis HTS,tuberculosis growth,others
Cc1ccc(NC(=S)N(CCCN2CCCC2)Cc2cccn2Cc2ccc(Cl)cc2)cc1Cl,4.2%,17.1%,i,?,?,
COc1cccc(/C=N\NC(=O)c2cc(OCC(F)(F)F)ccc2OCC(F)(F)F)c1,18.4%,-3.7%,0.9%,8.2%,-2.3%,
CCOc1ccc2[nH]c(=O)c(C(c3nnnn3Cc3ccco3)N3CCC(C)CC3)cc2c1 (configuration not stated),-8.3%,6.9%,4.6%,0.5%,9.3%,
Cc1cccc(Cn2c(Sc3nc(C)cs3)nc3c2c(=O)[nH]c(=O)n3C)c1,-1.6%,-4.5%,i,-3.6%,2.9%,
COc1ccc(NC(=O)C2CCCN(S(C)(=O)=O)C2)c(OC)c1 (configuration not stated),-7.3%,1.2%,0.1%,0.3%,-4.7%,
CCc1nnc(NC(=O)c2ccc(COc3ccc(C)cc3)o2)s1,-0.7%,-8.3%,6.0%,-6.2%,73.5%,
CC1CCCN(CCOCCOc2ccc(Br)cc2Cl)C1 (configuration not stated),-1.4%,-7.5%,0.8%,-1.9%,72.8%,
O=C(Nc1scc(-c2ccccc2)c1C(=O)O)c1ccco1,8.2%,-3.0%,i,-1.7%,26.0%,
O=c1[nH]c(-c2ccccc2)c(-c2ccccc2)[nH]1,0.2%,4.5%,1.5%,11.2%,-21.7%,
c1ccc(CSc2nnc(-c3sccc3-n3cccc3)o2)cc1,2.8%,0.3%,6.8%,-3.3%,8.1%,
COc1ccc(C)cc1NC(=O)NNC(=O)c1cc2ccccc2cc1O,7.6%,-8.3%,2.9%,8.7%,-2.3%,
O=C(NCc1ccco1)c1scc2c1OCCO2,-5.5%,1.2%,1.4%,-7.0%,-20.4%,
CCN(CC)c1nc(C)c(C(C)=O)cc1C#N,-2.8%,1.9%,8.6%,-1.5%,-10.0%,
Cc1ccc(-n2c(O)c(C=Nc3ccc(Br)cn3)c(=O)[nH]c2=O)cc1,6.2%,-6.4%,i,4.0%,34.6%,
Cc1nc(C)c(C(=O)N(c2ccc(C)c(C)c2)C(C(=O)NCc2ccco2)c2ccccc2)s1 (configuration not stated),5.5%,7.5%,i,-2.6%,-12.7%,
Nc1ncnc(N2CCOCC2)n1,·,-2.7%,34.7%,·,·,
COc1ccccc1CCC(=O)Nc1ncc(C)s1,-5.2%,-3.9%,i,6.7%,4.0%,
O=C(Nc1cccnc1)c1cc(F)c(F)cc1Cl,0.9%,-1.2%,1.9%,-5.7%,-17.4%,
O=C(CSc1nnc(-c2cccnc2)o1)OC1CCCCC1,-20.1%,1.3%,1.1%,-0.1%,?,
S=C(NCc1ccc2c(c1)OCO2)NC1CCN(Cc2ccccc2)CC1,8.1%,10.1%,0.8%,4.4%,10.5%,
COc1cccc(C2=CC(=O)CCC2)c1,-9.5%,-4.1%,0.6%,12.6%,-1.0%,VEEV TC-83 Vero 10K pilot screen=2.1
CC1CCN(c2ccc(C(=O)OCC(=O)NCCN3C(=O)CSC3=O)cc2[N+](=O)[O-])CC1,0.6%,12.5%,2.9%,57.2%,31.6%,
COc1cccc(CNC(=O)CCC2CCCN(C(=O)c3ccoc3)C2)c1 (configuration not stated),4.0%,9.3%,i,-9.3%,-7.4%,
O=C(NC1CCCC1)c1cc(-c2ccccc2Cl)on1,9.6%,3.7%,0.9%,-3.0%,44.2%,
Cc1ccn(CCC(=O)N2CCc3ccccc32)n1,-3.5%,-1.3%,1.1%,-4.5%,-5.0%,
O=S(=O)(c1ccc(Br)cc1Cl)N1CCN(CCO)CC1,-4.3%,0.9%,1.1%,-3.2%,0.8%,
COc1ccc(-c2csc(/C(C#N)=C/Nc3cc4oc5ccccc5c4cc3OC)n2)cc1,-7.1%,2.7%,1.1%,1.1%,-1.0%,
O=C(NC1CC1)c1cccc(NC(=O)C2CCN(S(=O)(=O)c3cccc(C(F)(F)F)c3)CC2)c1,·,-5.2%,1.6%,·,·,
Cc1ccc(-c2nc3ncccc3o2)cc1NC(=O)c1ccc([N+](=O)[O-])o1,2.8%,-2.5%,0.9%,?,75.0%,
CCS(=O)(=O)NC(C)C(c1cccs1)N1CCN(c2ccc(F)cc2)CC1 (configuration not stated),-7.8%,25.1%,1.9%,-5.2%,17.6%,

# Ordered by molecular weight (rising): some entries from above
SMILES,Salmonella PhoP GFP,H1N1 NS1A inhibition,VEEV TC-83 Vero,M. tuberculosis HTS,tuberculosis growth,others
COc1ccc(C(=O)COC(=O)c2cnc(C)cn2)cc1OC,·,-5.7%,0.4%,10.5%,2.2%,
COc1ccc(OC)c(C(=O)COC(=O)COc2ccccc2)c1,·,-16.5%,4.2%,3.0%,10.6%,
O=C(Nc1cc(S(=O)(=O)Nc2ccccc2Cl)ccc1O)c1ccc(F)cc1F,·,4.2%,2.6%,-8.0%,1.2%,

# Compounds as they come; any-hit rate near 1.5%.
